PTAP-TSG101 blk: qHTS Validation Assay for Inhibitors of HIV-1 Budding by Blocking the Interaction of PTAP/TSG101: Sytravon Library Screen; Tumor susceptibility gene 101 protein (Homo sapiens), Q99816; Fluorescence polarization, FITC-PTAP peptide/Tsg101, 20 min; Potency, µM (doses to about 115 µM), inactives show top-dose activity change, negative = inhibition, usual class: inhibitors; 44,000 tested, under 10 active; AID 1347069, 2019; also: potency is read from the fitted curve at half-maximal effect; 0% is about no effect
Target sequence (Q99816 whole entry, looked up): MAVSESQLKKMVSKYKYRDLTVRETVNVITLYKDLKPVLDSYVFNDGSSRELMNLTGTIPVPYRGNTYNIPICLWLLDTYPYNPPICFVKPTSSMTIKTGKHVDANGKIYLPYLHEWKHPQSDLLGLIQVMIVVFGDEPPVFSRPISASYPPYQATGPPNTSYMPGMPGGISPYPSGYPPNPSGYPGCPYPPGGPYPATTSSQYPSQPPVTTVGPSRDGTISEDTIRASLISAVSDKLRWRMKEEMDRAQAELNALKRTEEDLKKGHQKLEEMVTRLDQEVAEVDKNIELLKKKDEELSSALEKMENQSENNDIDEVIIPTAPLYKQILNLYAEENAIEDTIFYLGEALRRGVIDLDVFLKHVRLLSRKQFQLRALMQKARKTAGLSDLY
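Fluorescence polarization binding of Tsg101 binding domain (10 uM final) to FITC-labeled PTAP-motif peptide (50 nM final) in HEPES pH 7.5/NaCl/Tween 20/EDTA/TCEP buffer; 20 min at r.t. Actives by curve class, <25 µM, efficacy <60% inhibition.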
GALK inh: qHTS Assay for Inhibitors of Human Galactokinase (GALK): NCGC Sytravon Library Screen; P51570; 44,000 tested, under 10 active; Potency, µM (series often up to 57.5 µM), without a hit: at the top dose activity, negative = inhibition, most hits filed as inhibitors; recombinant GALK, Kinase-Glo ATP luminescence, 1 h;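 also: plate controls were full GALK reaction for no effect and reaction lacking GALK for full effect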
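5 nM GALK; 35 uM ATP; 100 uM D-galactose; 20 mM HEPES pH 8.0, 5 mM MgCl2, 60 mM NaCl, 1 mM DTT, 0.01% BSA; 1 h RT; Kinase-Glo Plus luminescence.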
p53null 32C kill: qHTS Screen for Compounds that Selectively Target Cancer Cells with p53 Mutations: Cytotoxicity of p53 Null Cells at the Permissive Temperature; Potency, µM (titrated, usually from 46.1 µM), without a hit: at the highest dose activity change, negative = cytotoxicity, hits mostly cytotoxic; H1299-neo p53 null cells, ATP luminescence, 24 h, 32C; 0.62% of 55,000 active;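 also: potency is read from the fitted curve at half-maximal effect; 0% = DMSO only and -100% = full killing by 100 µM tamoxifen; nearly all actives have a fitted effect of over 55% in size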
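H1299-neo (p53 null) cells, 600/well, treated 24 h at 32C with compound up to 46 uM; ATPlite luminescence viability, normalized to DMSO and 100 uM tamoxifen; AC50 by Hill fit.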
p53null 39C kill: qHTS Screen for Compounds that Selectively Target Cancer Cells with p53 Mutations: Cytotoxicity of p53 Null Cells at the Nonpermissive Temperature | Potency, µM (top dose mostly 46.1 µM), for the others: at the highest dose activity, negative = cell killing, hits mostly cytotoxic | H1299 p53-null (neo) cells, 39C, ATPlite viability, 24 h | 0.97% of 55,000 active;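 also: potency is read from the fitted curve at half-maximal effect; 0% = DMSO only and -100% = full killing by 100 µM tamoxifen; nearly all actives have a fitted effect of over 50% in size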
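Cells seeded at 600/well, 37C overnight. Compound added (up to 46 uM), plates shifted to 39C for 24 hr. ATPlite added, luminescence read after 20 min at room temperature.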
B2AR arrestin ag: qHTS assay of beta-arrestin-biased ligands of beta2-adrenergic receptor: NCGC Sytravon Library Screen; Potency, µM (top dose mostly 46.1 µM), inactives show at the top dose activation, actives largely listed as activators; HTLA Tango cells, beta-arrestin recruitment, luciferase luminescence, 18 h; 44,000 tested, under 10 active;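 also: potency is read from the fitted curve at half-maximal effect; 0% = DMSO and full agonism = EC100 isoproterenol or metaproterenol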
Target sequence (P07550 whole entry, looked up): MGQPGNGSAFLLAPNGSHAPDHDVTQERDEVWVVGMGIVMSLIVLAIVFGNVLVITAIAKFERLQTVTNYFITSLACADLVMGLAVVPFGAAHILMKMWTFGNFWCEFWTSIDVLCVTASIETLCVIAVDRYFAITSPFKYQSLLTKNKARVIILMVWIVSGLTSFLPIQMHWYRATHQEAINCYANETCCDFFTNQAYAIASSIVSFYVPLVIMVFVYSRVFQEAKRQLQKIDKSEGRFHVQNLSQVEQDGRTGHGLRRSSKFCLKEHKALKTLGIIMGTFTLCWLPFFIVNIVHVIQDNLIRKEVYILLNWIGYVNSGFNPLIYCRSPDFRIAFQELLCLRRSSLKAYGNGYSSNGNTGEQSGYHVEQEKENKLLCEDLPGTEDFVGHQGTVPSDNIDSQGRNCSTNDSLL
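Luminescence read-out: arrestin recruitment to recombinant beta2-AR releases tTA, inducing luciferase. Cells exposed 18 hr at 37 degrees C to up to 46 microM compound; %Activity from corrected signal, concentration-response curves classified by r2, magnitude and efficacy.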
FH mod: Identification of activators of human fumarate hydratase by quantitative high-throughput screening | Fumarate hydratase, mitochondrial (Homo sapiens), P07954 | FH coupled MDH/diaphorase resazurin fluorescence, 15 min | Potency, µM (highest dose often 79.9 µM), inactives show top-dose activity change, negative = inhibition, hits mostly inhibitors | 0.22% of 54,000 active | AID 1347055, 2019; also: potency is read from the fitted curve at half-maximal effect; % is scaled to controls: 0 for no effect and ±100 for the full control effect; the screen sought activators but most active calls are inhibition curves; nearly all actives have a fitted effect of over 45% in size
NTMT1 inhibitor: Primary qHTS for Inhibitors of N-terminal methyltransferase 1 (NTMT1): MTaseGlo Assay; Potency, µM (doses to about 114 µM), inactives show at the highest dose activity change, negative = inhibition, hits mostly inhibitors; 2.5% of 59,000 active; AID 1645870, 2021; N-terminal Xaa-Pro-Lys N-methyltransferase 1 (Homo sapiens), Q9BV86; NTMT1 MTase-Glo SAH luminescence, purified enzyme;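 also: potency is read from the fitted curve at half-maximal effect; plate controls were DMSO vehicle for no effect and no enzyme for full effect; nearly all actives have a fitted effect of over 65% in size; many of its hits are not listed in these tables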
Target sequence (Q9BV86 whole entry, looked up): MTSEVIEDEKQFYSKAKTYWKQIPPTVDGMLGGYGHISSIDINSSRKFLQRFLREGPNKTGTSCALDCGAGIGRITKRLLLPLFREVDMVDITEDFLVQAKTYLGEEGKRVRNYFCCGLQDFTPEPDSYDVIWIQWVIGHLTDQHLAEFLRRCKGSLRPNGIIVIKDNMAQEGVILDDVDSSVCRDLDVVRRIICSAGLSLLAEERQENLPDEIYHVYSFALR
Starred values were filed as active, the others as inactive; ? = inconclusive; · = no result given; [ ] = dose if it differs, or a comment. Calls follow the shape of the dose curve; as a rule, active = well fitted curve in the direction sought with a large enough effect; inconclusive = small, poorly fitted or top-dose-only effect, or another doubt; inactive = no such curve, though single readings can be large; an effect the other way counts as inactive or inconclusive.

SMILES	PTAP-TSG101 blk	GALK inh	p53null 32C kill	p53null 39C kill	B2AR arrestin ag	FH mod	NTMT1 inhibitor
COc1ccc2c(c1)CC(C(=O)Nc1ccc(OC)cc1OC)CO2 (configuration not stated)	4%	3%	-3%	4%	-1%	15%	-18%
CCc1ccccc1NC(=O)Cn1nc(CC)n2c(cc3sccc32)c1=O	-1%	6%	-4%	1%	0%	0%	-3%
Cc1cc(C)cc(Nc2cc(C)nc3nncn23)c1	-1%	2%	3%	-16%	-2%	-8%	-2%
COc1cccc(-c2nc(SCC(=O)NC3CCCC3)c(-c3ccc(F)cc3)[nH]2)c1	-1%	3%	4%	-24%	-1%	-5%	-6%
CCOC(=O)C1=C(CN(CC)Cc2ccccc2)NC(=O)NC1c1ccc(Cl)cc1 (configuration not stated)	-2%	7%	65%[activator]	38%[activator]	1%	-28%	-21%
CCc1ccc(NC(=O)CCS(=O)(=O)c2cc3c(cc2Cl)NC(=O)CO3)cc1	0%	0%	7%	-5%	2%	-7%	0%
CC(C)Oc1ccc(C(=O)Nc2ccc(-c3nc4ccccc4s3)cc2)cc1	3%	-9%	-6%	14%	-4%	-14%	18%
CC(=O)Nc1cccc(NC(=O)CN2C(=O)CCSc3ccccc32)c1	0%	-2%	-6%	10%	0%	-1%	-10%
Cc1ccccc1CN1CCc2nc(Nc3ccc4c(c3)OCCO4)ncc2C1	-7%	?	-21%	-6%	1%	-27%	19%
O=C(Nc1ccccc1F)c1nc(S(=O)(=O)Cc2ccccc2F)ncc1Cl	1%	-7%	-11%	?	-2%	-23%	8%
Cc1ccc(-n2nc3c(N4CCC(C(=O)NC(C)C)CC4)nnc(C)c3c2C)cc1	-2%	-3%	11%	-2%	0%	1%	-6%
Cc1ccc2c(c1)cc1c(=O)n(CC(=O)NC3CCCCC3)nc(C)n12	0%	0%	1%	10%	-1%	-7%	6%
Cc1cc(C)cc(NC(c2cccc(Cl)c2)c2nnc(-c3ccccc3)o2)c1 (configuration not stated)	0%	-1%	36%[activator]	10%	0%	·	·
CC(C)c1ccc(NC(=O)CSc2nc3ccccc3nc2Cc2ccccc2)cc1	2%	?	2%	6%	1%	-9%	8%
Cc1ccccc1Cn1c(SCc2ccc(C(=O)NCCc3ccccc3)cc2)nc2ccncc21	2%	9%	13%	-6%	1%	-21%	9%
CCN1CCN(Cc2c(O)ccc3c(=O)c(Oc4ccccc4C(C)C)c(C(F)(F)F)oc23)CC1	1%	0%	9%	3%	-2%	3%	8%
Cn1nnnc1SCCCNCc1cccc(OCc2ccccc2)c1	1%	0%	-6%	-16%	-4%	1%	?
COc1cc2c(cc1OC)C(COc1ccc(F)cc1)N(C(=O)c1ccccc1F)CC2 (configuration not stated)	-9%	-1%	4%	-1%	0%	-22%	23%
Cc1ccc(C)c(N2CCN(CCCNC(=O)c3cnn(-c4cccc(Cl)c4)c3C3CCN(C(=O)OC(C)(C)C)CC3)CC2)c1	1%	-2%	-22%	?	-1%	?	3%
O=C(Cn1c(=O)n(Cc2ccco2)c(=O)c2oc3ccccc3c21)Nc1ccc(F)cc1F	0%	2%	-11%	-3%	0%	-4%	-1%
COc1ccc2nc(N(Cc3cccnc3)C(=O)C3CCCCC3)sc2c1	-2%	-1%	14%	-14%	-2%	?	0%
CC(C)c1ccc(CN(C(=O)c2cc3ccccc3oc2=O)C2CCS(=O)(=O)C2)cc1 (configuration not stated)	-3%	0%	3%	-11%	0%	-2%	-13%
CCC(Sc1nnc2c3ccccc3n(CC)c2n1)C(=O)Nc1ccc(NC(C)=O)cc1 (configuration not stated)	3%	1%	12%	-1%	?	?	0%
Cc1ccc(C(=O)c2c(N)c(-c3nc(-c4ccc5c(c4)OCO5)cs3)c3ccccn23)cc1C	25%	-9%	-2%	-6%	-4%	3%	26%
COc1cccc(-c2nc(SC(C(C)=O)C(=O)N(C)C)c3c(=O)n(C)c(=O)n(C)c3n2)c1 (configuration not stated)	3%	3%	-5%	-6%	2%	4%	5%

The closing 5 records of the part before lead into the next.
SMILES	PTAP-TSG101 blk	GALK inh	p53null 32C kill	p53null 39C kill	B2AR arrestin ag	FH mod	NTMT1 inhibitor
COc1ccc2nc(N(Cc3cccnc3)C(=O)C3CCCCC3)sc2c1	-2%	-1%	14%	-14%	-2%	?	0%
CC(C)c1ccc(CN(C(=O)c2cc3ccccc3oc2=O)C2CCS(=O)(=O)C2)cc1 (configuration not stated)	-3%	0%	3%	-11%	0%	-2%	-13%
CCC(Sc1nnc2c3ccccc3n(CC)c2n1)C(=O)Nc1ccc(NC(C)=O)cc1 (configuration not stated)	3%	1%	12%	-1%	?	?	0%
Cc1ccc(C(=O)c2c(N)c(-c3nc(-c4ccc5c(c4)OCO5)cs3)c3ccccn23)cc1C	25%	-9%	-2%	-6%	-4%	3%	26%
COc1cccc(-c2nc(SC(C(C)=O)C(=O)N(C)C)c3c(=O)n(C)c(=O)n(C)c3n2)c1 (configuration not stated)	3%	3%	-5%	-6%	2%	4%	5%
Cc1cc(C)cc(NC(=O)CCc2nnc3n(C)c(=O)c4sccc4n23)c1	-1%	6%	-2%	13%	0%	-1%	11%
COc1ccc(C(=O)Nc2nnc(SCc3cc(=O)c4cccc(F)c4[nH]3)s2)cc1	2%	1%	-13%	-14%	0%	-25%	9%
CCOc1ccc(C(=O)Nc2ccc(S(=O)(=O)N(Cc3ccccc3)c3ccccc3)cc2)cc1	-1%	-1%	8%	-1%	-4%	-19%	8%
CCc1cccc(C)c1Nc1c(-c2ccc(F)cc2)nc2sccn12	-5%	3%	30%	21%	-2%	-9%	?
Cc1ccc2oc(=O)c3cnn(CC(=O)N4CCN(c5cccc(Cl)c5)CC4)c3c2c1	0%	6%	-6%	7%	0%	-13%	10%
CCC(C)NC(=O)c1ccc(CNS(=O)(=O)c2ccc3c(c2)C(C)(C)C(=O)N3C)cc1 (configuration not stated)	0%	0%	5%	-11%	0%	-7%	-9%
Cc1ccc(Nc2nc(N)nc(N)c2S(=O)(=O)c2ccccc2)cc1	-10%	7%	9%	-6%	0%	-26%	-26%
COc1ccc(NC(=O)CCc2c(C)nc3c(-c4ccc(F)cc4)c(C)nn3c2C)c(OC)c1	-3%	0%	2%	-11%	0%	-15%	-4%
Cc1ccc(CNC(=O)CCCCCn2c(=O)c3sccc3n(CC(=O)Nc3c(C)cc(C)cc3C)c2=O)cc1	-2%	-1%	3%	-6%	-2%	5%	-2%
O=C(COc1ccccc1Cl)Nc1ccc(Cl)c(-c2nc3ccccc3o2)c1	1%	1%	3%	-26%	0%	6%	5%
COc1ccccc1CNC(=O)CCC1N=C2c3ccccc3N=C(SCC(=O)NCCc3ccccc3)N2C1=O (configuration not stated)	0%	5%	4%	26%	1%	-24%	6%
COC(=O)c1ccc([C@H]2Nc3ccc(S(=O)(=O)Nc4ccc(F)cc4)cc3[C@H]3C=CC[C@H]32)cc1	-5%	0%	8%	-7%	-2%	-15%	17%
CCOc1ccc(N2CC(c3nc4ccccc4n3CCCOc3ccccc3)CC2=O)cc1 (configuration not stated)	-1%	2%	35%[activator]	36%[activator]	0%	?	4%
COc1ccc(NC(=O)C2CCCN(S(=O)(=O)c3cn(C)cn3)C2)cc1Cl (configuration not stated)	-6%	-1%	-3%	-10%	-1%	4%	-1%
CCc1ccccc1NC(=O)N1CCN(C(=O)c2nsc3ccccc23)CC1	1%	0%	2%	-4%	0%	2%	-13%
Cc1oc(-c2cccc(Cl)c2)nc1CN1CCC(C(=O)NCc2ccc(F)cc2)CC1	-3%	9%	0%	-7%	0%	-14%	-1%
CSC1=NC2(CCN(C(=O)NC3CCCCC3)CC2)N=C1c1ccc(C(C)(C)C)cc1	1%	0%	6%	-21%	0%	-2%	2%
COc1ccc(OC)c(NC(=O)c2cc3c(=O)oc4ccccc4c3s2)c1	-1%	5%	0%	27%	1%	3%	29%
COc1ccc(-n2c(C)nc3cc(C(=O)NC4CCCCCC4)ccc32)cc1	2%	1%	-8%	0%	0%	-2%	3%
CCCCN(C)C(=O)C1CCC(CNS(=O)(=O)c2ccc(Cl)cc2)CC1 (configuration not stated)	-1%	-2%	25%	-1%	-1%	-8%	10%
COc1ccc(-c2nc3c(C#N)c[nH]n3c2NC2CCCC2)cc1	-1%	-2%	-7%	-10%	-2%	-8%	-11%
O=C(NCCc1ccccc1)c1cnn(-c2ccc(F)cc2)c1-n1cccc1	-3%	-11%	1%	24%	-1%	-7%	9%
Nc1nc2nc(-c3ccccc3)cc(=O)n2[nH]1	-1%	2%	?	?	0%	4%	-10%
CNC(=O)Cn1nc(-c2ccc(Cl)cc2)c2ccccc2c1=O	2%	-16%	-1%	3%	-2%	-1%	?
Cc1ccc2nc(SCC(=O)Nc3ccc(C#N)cc3)[nH]c2c1	-3%	-2%	-11%	-9%	1%	-3%	0%
Continued.
SMILES	PTAP-TSG101 blk	GALK inh	p53null 32C kill	p53null 39C kill	B2AR arrestin ag	FH mod	NTMT1 inhibitor
Cc1ccc(Nc2c(-c3c[nH]c4ccccc34)nc3cc(C)ccn23)cc1	14%	5%	-11%	1%	1%	?	-6%
CCOc1ccc(C(=O)Nc2ccc3nc(SCC(=O)N4CCc5ccccc54)sc3c2)cc1	-3%	0%	-10%	-10%	-4%	4%	0%
CCc1cccc(C)c1NC(=O)Cn1c(=O)cc(C)c2c(C)nn(-c3cccc(F)c3)c21	-1%	-2%	-12%	11%	0%	1%	-5%
Cc1cccc(NC(=O)/C(C#N)=C/c2ccco2)c1	3%	0%	-16%	6%	1%	?	?
Cc1ccc(N2CCN(S(=O)(=O)c3nnc(NC(=O)c4ccccc4)s3)CC2)cc1	2%	1%	6%	?	0%	1%	1%
Oc1c(C(c2ccccc2F)N2CCOCC2)sc2nc(-c3ccco3)nn12 (configuration not stated)	1%	-7%	-2%	8%	-3%	-6%	-7%
COc1cc(C2CC(=O)c3c([nH]c(C(=O)OC4CCCCC4)c3C)C2)cc(OC)c1OC (configuration not stated)	-1%	1%	-18%	2%	6%	-17%	-6%
Fc1ccc(CSc2nc(NCc3ccccc3)c3ccccc3n2)cc1	-4%	-6%	1%	12%	-3%	-15%	13%
CCc1ccc(NC(=O)C(=O)NCC(c2cccnc2)N2CCc3ccccc3C2)cc1 (configuration not stated)	0%	-2%	-2%	-12%	0%	-24%	5%
Cc1ccc(NC(=O)CN(C)S(=O)(=O)c2ccc3[nH]c4c(c3c2)CCCC4)c(Cl)c1	-4%	4%	-1%	-18%	1%	?	?

Some of the compounds tested (hit frequency here may not be typical).
